Screening results (PubChem)
Eya2 inh = qHTS Assay for Inhibitors of the Phosphatase Activity of Eya2. 0.006% of 330,000 active. Potency, µM (titrated, usually from 76.9 µM), for the others: top-dose activity, negative = inhibition, actives largely listed as inhibitors. Protein phosphatase EYA2 (Homo sapiens), O00167. AID 488837, 2010. recombinant Eya2, OMFP fluorescence dephosphorylation (OMFP is methylfluorescein phosphate); note: potency is the fitted concentration of half-maximal effect; % is set by controls: 0 for no effect and ±100 for the full control effect
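Eya2 protein (added as 0.2 uM solution) was preincubated with compound for 10 min at ambient temperature in 50 mM HEPES pH 7.5, 50 mM NaCl, 5 uM MgCl2, 0.05% BSA, 1 mM DTT. OMFP (added at 50 uM) then reacted 10 min; fluorescence read at 485/525 nm.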
Mito fusion act = qHTS Assay for Small Molecule Inhibitors of Mitochondrial Division or Activators of Mitochondrial Fusion; S. cerevisiae fusion-defective mutant growth rescue, CellTiterGlo 48 h; Potency, µM (series often up to 46.1 µM), for inactives: top-dose growth rescue (activation), hits mostly activators; 0.23% of 320,000 active;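 note: potency is the fitted concentration of half-maximal effect; % of control where 0% means no effect; nearly all actives have a fitted effect of over 45% in size; temperature-sensitive fusion mutants such as fzo1-1 at 37 °C on non-fermentable ethanol glycerol medium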
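Compounds are tested for their ability to restore growth of mitochondrial fusion-defective yeast strains at non-permissive 37C in YPEG medium over 48 hours. Viability is quantified by luciferase luminescence.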
TSHR antagonist = Antagonists of the Thyroid Stimulating Hormone Receptor: HTS campaign; activity change, negative = inhibition, % at 11.5 µM; 0.2% of 330,000 active; TSHR-expressing cells, TSH-stimulated cAMP HTRF, 2 h; stronger effect = lower value;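 active = activity change below a set negative limit, meaning inhibition stronger than a set level, cut at about -70% in these data; inconclusive = activity change between two set negative limits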; note: % is set by controls: 0 for no effect and ±100 for the full control effect
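TSHR-expressing cells were treated with compounds, then stimulated with TSH at EC80 (4nM final) for 2 hours at 37 deg C. Cellular cAMP was measured by HTRF competition between lysate cAMP and cAMP-d2 for a cryptate-labelled anti-cAMP antibody.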
AT treatment = qHTS Assay for Identifying a Potential Treatment of Ataxia-Telangiectasia; […] A-T fibroblasts, KAP-1 phosphorylation AlphaLISA; neocarzinostatin DNA damage 30 min before lysis; Potency, µM (series often up to 57.5 µM), without a hit: at the highest dose activation, hits mostly activators; 0.19% of 320,000 active; AID 485349, 2010; note: potency is the fitted concentration of half-maximal effect; % of control where 0% means no effect; nearly all actives have a fitted effect of over 45% in size
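ATM-like activity read as KAP-1 phosphorylation via AlphaLISA donor/acceptor antibody pairs after lysis and 6 hr at 25C. Cells were ATM-null patient fibroblasts ([…], hTERT), dosed 60 min, then exposed to the DSB inducer NCS for 30 min.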
TRPV1 agonist = HTS Assay for Compounds that Act as Agonists of the Vanilloid Receptor 1 | Transient receptor potential cation channel subfamily V member 1 (Homo sapiens), Q8NER1 | TRPV1-expressing cells, Fluo-8 calcium influx, agonist mode | activation, % at 8.33 µM | 0.19% of 320,000 active; in the data active = activation above about 80%; inconclusive = between about 30% and that limit; note: 0% is about no effect
Target sequence (Q8NER1 whole entry, looked up): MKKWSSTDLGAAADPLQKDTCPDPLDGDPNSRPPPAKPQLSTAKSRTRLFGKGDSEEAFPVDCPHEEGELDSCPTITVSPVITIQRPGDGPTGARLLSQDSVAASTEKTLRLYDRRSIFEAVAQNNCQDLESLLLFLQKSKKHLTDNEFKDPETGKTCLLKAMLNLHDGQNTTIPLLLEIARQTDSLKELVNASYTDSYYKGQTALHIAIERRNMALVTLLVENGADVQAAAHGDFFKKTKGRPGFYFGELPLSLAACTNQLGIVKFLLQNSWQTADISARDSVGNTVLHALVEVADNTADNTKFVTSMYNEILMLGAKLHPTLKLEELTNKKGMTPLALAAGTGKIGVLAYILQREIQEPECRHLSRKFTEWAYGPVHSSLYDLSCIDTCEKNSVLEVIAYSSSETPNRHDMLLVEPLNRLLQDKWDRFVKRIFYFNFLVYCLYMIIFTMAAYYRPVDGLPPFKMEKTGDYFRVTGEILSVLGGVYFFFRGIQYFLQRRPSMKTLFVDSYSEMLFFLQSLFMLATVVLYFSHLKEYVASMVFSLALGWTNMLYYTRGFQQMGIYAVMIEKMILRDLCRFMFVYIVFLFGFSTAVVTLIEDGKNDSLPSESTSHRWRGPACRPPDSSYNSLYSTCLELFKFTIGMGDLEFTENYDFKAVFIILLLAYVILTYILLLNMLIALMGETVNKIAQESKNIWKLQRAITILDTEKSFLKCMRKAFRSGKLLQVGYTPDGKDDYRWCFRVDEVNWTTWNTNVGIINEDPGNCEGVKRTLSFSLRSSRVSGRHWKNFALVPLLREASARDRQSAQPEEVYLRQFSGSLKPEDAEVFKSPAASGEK
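TRPV1-expressing cells were cultured overnight at 35.5C and loaded with Fluo-8 calcium dye for 40 to 90 min at room temperature. After a 10 s baseline, compound was added and calcium influx was read kinetically for 3 min (ex 480/em 520 nm).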
USP2a inh = qHTS Assay for Inhibitors of Ubiquitin-specific Protease USP2a Using CHOP2 as the Reporter; AID 463254, 2010; Potency, µM (series often up to 38.3 µM), inactives show at the top dose activity change, negative = inhibition, actives largely listed as inhibitors; USP2 core, Ub-CHOP2 coupled fluorogenic reporter, 485/531; 0.01% of 330,000 active; Ubiquitin carboxyl-terminal hydrolase 2 (Homo sapiens), O75604;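 note: potency is the fitted concentration of half-maximal effect; plate controls were DMSO wells for no effect and full inhibition by NEM control for full effect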
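Deubiquitinase activity read as fluorescence (485/531 nm) after Ub-CHOP2 cleavage activates the enterokinase reporter on its substrate; USP2 core 10nM, Ub-CHOP2 and substrate 25nM each, 30min compound preincubation then 60min RT; data normalized to NEM, curves fitted.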
ELG1 repair inh = qHTS screen for small molecules that inhibit ELG1-dependent DNA repair in human embryonic kidney (HEK293T) cells expressing luciferase-tagged ELG1; HEK293T ELG1-luciferase reporter, luminescence, 16 h; DNA damage induced by 5-fluorouridine; Potency, µM (titrated, usually from 46.1 µM), for the others: at the highest dose activity change, negative = inhibition, actives largely listed as inhibitors; 2.3% of 330,000 active; note: potency is the fitted concentration of half-maximal effect; % is set by controls: 0 for no effect and ±100 for the full control effect; nearly all actives have a fitted effect of over 55% in size
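Step one: seed 2,000 cells per well. Step two: pin-transfer compound or DMSO alongside 5-fluorouridine. Step three: incubate 16 hr, 37 °C, 5% CO2. Step four: add ONE-Glo, wait 30 min, read luminescence.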
KCNH2 WT inh = qHTS for Inhibitors of KCHN2 3.1: Wildtype qHTS; Voltage-gated inwardly rectifying potassium channel KCNH2 (Homo sapiens), Q12809; U2OS, BacMam KCNH2, thallium flux FluxOr; stronger effect = lower value; activity change, % at 1.84 µM; 0.37% of 340,000 active; AID 720551, 2013;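 active = maximum activity change below -70%; inconclusive = maximum activity change between -70% and -50%; inactive = maximum activity change above -50%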; note: % is set by controls: 0 for no effect and ±100 for the full control effect
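U2OS cells were transduced with wild-type KCNH2 virus (2.03 x 10^8 / mL) for 4 h at room temperature, then cultured overnight at 37 C. Thallium flux was read with FluxOr dye. Rate constants were normalized to DMSO controls.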
KCNH2 3.1 inh = qHTS for Inhibitors of KCHN2 3.1: Mutant qHTS. Potassium voltage-gated channel subfamily H member 2, brain isoform KCNH2 3.1 (human). U2OS KCNH2 3.1, thallium flux FluxOr; stronger effect = lower value. activity change, % (tested at about 1.8 µM). 0.95% of 340,000 active;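 active = maximum activity change below -70%; inconclusive = maximum activity change from -70% to -50%; inactive = maximum activity change above -50%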;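 note: thallium influx rate constant from kinetic fluorescence after stimulation buffer; % is set by controls: 0 for no effect and ±100 for the full control effect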
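Thallium flux via FluxOr fluorescence (Red40 quencher, 45 min loading) in U2OS cells virally expressing the KCNH2 3.1 isoform (1.77 x 10^8 /mL virus, overnight at 37 C). Rate constants from 2-min kinetic reads post-stimulation, normalised to positive and negative controls.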
TCR activator = Activators of T cell receptors: qHTS campaign | primary human leukocytes, anti-CD3, IL-2 HTRF, 48 h | Potency, µM (highest dose often 9.22 µM), without a hit: at the top dose activation of IL-2 secretion, usual class: activators | 330,000 tested, under 10 active; note: % of control where 0% means no effect
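48 hr co-incubation of compounds, a-CD3 beads and primary human leukocytes; IL-2 quantified homogeneously by HTRF with anti-IL-2 K and d2 conjugates.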
The depositor's hits bear a star; ? = inconclusive; / = not tested or not shown; & = joins results of further samples; [ ] = dose if it differs, or a comment. Unless noted, calls come from the whole dose curve; as a rule, active = well fitted curve in the direction sought with a large enough effect; inconclusive = small, poorly fitted or top-dose-only effect, or another doubt; inactive = no such curve, though single readings can be large; an effect the other way counts as inactive or inconclusive. This is a subset; count on the stated rates, not on these rows.

The line under a structure holds: ELG1 repair inh	Mito fusion act	TRPV1 agonist	AT treatment	KCNH2 3.1 inh	TCR activator	KCNH2 WT inh	USP2a inh	Eya2 inh	TSHR antagonist
Cc1c(Cl)cccc1NC(=O)c1cccc(OC(F)F)c1
→ ?	13%	0	0%	7	4%	4	-1%	1%	-1
Cc1nn(CC(=O)NCCCN2CCC(N3CCCCC3)CC2)c(=O)c2cc(-c3ccccc3)nn12
→ -11%	-1%	4	3%	16	-3%	-6	1%	11%	-5
Cc1c2cnn(CC(=O)NCc3ccccn3)c(=O)c2c(C)n1Cc1ccccc1
→ -8%	-1%	1	-5%	9	10%	-2	0%	-12%	8
COc1ccc(-c2c(C)n([O-])c(C)c(C)[n+]2=O)cc1OC
→ -2%	0%	7	-7%	1	-13%	-3	2%	5%	4
CC(C)c1nnc(NC(=O)c2cnccn2)s1
→ ?	1%	4	-5%	8	7%	10	-1%	-4%	-3
Cc1cc(C(=O)CN2C(=O)C3CC=CCC3C2=O)c(C)n1-c1ccccc1 (stereo not drawn)
→ ?	-2%	27	-7%	9	6%	3	-4%	17%	-9
CC(NC(=O)Nc1cccnc1)(C(F)(F)F)C(F)(F)F
→ -5%	-2%	?	-2%	20	-1%	3	2%	19%	8
O=C1CCCN1CCCNc1ncnc2sccc12
→ 4%	-1%	2	-2%	-4	1%	-4	10%	-6%	-4
CCOc1ccc(NC(=S)N(CCOC)C(C)c2ccco2)cc1 (stereo not drawn)
→ -14%	-2%	2	-32%	1	-3%	3	13%	-28%	3
CCC(CO)Oc1cc(NC(=O)Cc2ccccc2F)c2ncn(C(C)C)c2c1 (stereo not drawn)
→ ?	/	/	2%	-3	1%	0	4%	9%	-7
CC(=O)Nc1ccccc1C(=O)N1CCN(c2cccc(C)c2C)CC1
→ 7%	-4%	1	11%	3	5%	-6	1%	5%	38
O=C(NCCc1c[nH]c2ccccc12)C(=O)NCC(c1ccco1)N1CCN(c2ccccc2)CC1 (stereo not drawn)
→ ?	-1%	13	5%	8	-1%	6	5%	-1%	-6
Cc1csc(CNc2ncnc3ccc(-c4ccoc4)cc23)c1
→ ?	7%&5%	18	15%&2%	/	-4%	/	-1%&0%	-3%&-5%	?
O=C(CSc1nc2cc(Cl)ccc2o1)NCCc1ccccc1
→ -8%	18%	0	0%	-8	/	27	1%	7%	-15
CC(C)(Oc1ccc(Cl)cc1)C(=O)NCC(c1ccco1)N1CCCCC1 (stereo not drawn)
→ -13%	-11%	?	16%	4	2%	5	0%	-30%	-6
CN1/C(=C/c2cccc[n+]2C)Sc2ccccc21
→ ?	20%	-6	-15%	-23	-9%	-1	0%	4%	-8
CCCCCCc1nc2ccccc2c(=O)n1N
→ 13%	-11%	2	-1%	7	8%	-26	-1%	-7%	-8
CN1CCc2nc(NC(=O)c3cccc(S(=O)(=O)N4CCc5ccccc54)c3)sc2C1
→ -2%	2%	-5	0%	-6	0%	-4	-3%	-1%	-11
CCN(CC)S(=O)(=O)c1ccc(C(=O)NCc2n[nH]c(=S)n2Cc2ccccc2)cc1
→ -13%	0%	-3	-11%	6	/	8	1%	12%	-10
CCOC(=O)c1cccc(NC(=O)C(NS(=O)(=O)c2ccc3c(c2)CCN3C(C)=O)C(C)C)c1 (stereo not drawn)
→ 1%	-1%	-1	0%	-1	-8%	-11	2%	-14%	-1
COCc1nnc(NC(=O)CCCOc2ccccc2)s1
→ 2%	-3%	1	-10%	4	3%	-3	4%	3%	9
CC1CCCCC1NC(=O)CO/N=C/c1ccc(OC(F)F)cc1 (stereo not drawn)
→ ?	0%	15	4%	3	2%	13	-1%	3%	-11
O=[N+]([O-])c1ccc(-c2cnc(SC(c3ccccc3)c3ccccc3)[nH]2)cc1
→ ?	?	1	4%	-27	-5%[46.1 µM]	7	-1%	15%	-22
O=C(Nc1ccccc1N1CCN(C(=O)c2ccccc2)CC1)c1ccco1
→ -4%	0%	-1	8%	-11	-2%	3	5%	-7%	20
CC[C@@]1(C(=O)OC)N[C@H](CN(C)C(=O)Nc2ccc(C(F)(F)F)cc2)[C@@H]2C(=O)N(C)C(=O)[C@@H]21
→ 1%	/	/	17%	-1	-5%	1	2%	2%	-3
COc1cccc(/C=C2/NC(=O)NC2=O)c1OCC(=O)Nc1ccccc1
→ 0%	6%	-4	0%	3	-4%	12	4%	4%	1
NNC(=O)c1cnn(-c2ccccc2)c1-n1cccc1
→ 0%	9%	-3	-3%	8	10%	-27	0%	-4%	-9
CCOc1ccc(OCC(=O)Nc2ccccc2C(F)(F)F)cc1
→ 7%	1%	13	2%	17	-1%	-1	-1%	1%	-5
CC1CCCCN1C(=O)c1cc2ccccc2cc1O (stereo not drawn)
→ -8%	-2%	1	-2%	12	4%	-17	0%	2%	5
CCOC(=O)C1=CC[C@H]2c3c(c4ccccc4n3C)C(=O)C1N2C
→ ?	-9%	3	-8%	18	-1%	-2	2%	10%	-11
O=C(CNc1ccccc1)NN=C1CCCC1
→ 9%	-7%	-2	-1%	7	3%	-5	-1%	-1%	0
CC(/C=N/N1CCN(Cc2ccccc2)CC1)=C\c1ccccc1
→ 0%	-6%	0	-4%	-14	1%	-17	1%	-7%	-9
COc1ccc(NC(=O)CCCN2C(=O)/C(=C\c3ccco3)SC2=S)cc1
→ ?	0%	2	-4%	-13	0%[46.1 µM]	-15	2%	-13%	7
Cn1c(=O)[nH]c(=O)c2c1nc(N1CCOCC1)n2CCSc1nnnn1-c1ccccc1
→ 4%	-4%	7	2%	7	10%	9	1%	2%	8
Cc1ccc(CNC(=O)CN2CCCC(C)C2)cc1 (stereo not drawn)
→ ?	-1%	-1	5%	0	5%	13	-3%	-6%	24
Cn1c2ccccc2c2cc(/C=N/NC(=O)c3cc(O)ccc3O)ccc21
→ -19%	-1%	-1	-1%	2	/	-6	4%	8%	17
COc1ccc(OC[C@@H](O)CNC(=O)c2cccc3c2C(=O)c2ccc(Cl)cc2S3(=O)=O)cc1
→ ?	2%	-4	-23%	/	-4%	/	-4%	-3%	14
COc1ccc(OC)c(N(CC(=O)NCCSCc2ccc(C)cc2)S(C)(=O)=O)c1
→ 9%	0%	0	-9%	-3	/	3	0%	-5%	-6
CN1CCN(CC(=O)N2c3ccccc3C(C)(c3ccc(Cl)cc3)CC2(C)C)CC1 (stereo not drawn)
→ -23%	-3%	1	/	1	-17%	20	2%	17%	-3
O=C(OCCc1cc2ccccc2c(=O)o1)c1ccco1
→ 30%	2%	6	7%	14	0%	8	1%	30%	-6
O=C1C2C3c4ccccc4C(c4ccccc43)C2C(=O)N1/N=C/c1cccc(O)c1 (stereo not drawn)
→ 1%	1%	1	3%	4	-1%	5	-1%	28%	28
Cc1ccc(S(=O)(=O)N2CCN(CC(=O)NC3CCCc4ccccc43)CC2)c(C)c1 (stereo not drawn)
→ ?	2%	2	5%	-9	2%	22	1%	1%	4
NCCCC[C@@H](C(=O)N1CCNCC1)n1cc(CCC(=O)O)nn1
→ 14%	6%	-2	-11%	-3	-9%	-10	-1%	20%	7
COc1ccccc1NC(=O)N1CCCC1C(=O)NCc1ccccc1 (stereo not drawn)
→ -3%	1%	-5	1%	1	-7%	-16	4%	10%	1
Cc1cc2c(cc1C)N(C(=O)CN1C(=O)c3ccccc3C1=O)C(C)(C)c1ssc(=S)c1-2
→ -26%	7%	3	-6%	-10	0%	-37	-7%	4%	-13
CCOC(=O)c1ccccc1NC(=O)COC(=O)CN1C(=O)C2CC=CCC2C1=O (stereo not drawn)
→ -8%	0%	-2	?	-2	3%	1	-1%	-23%	21
Cc1ccccc1NC(=O)CSc1[nH]c(=O)cc(C)c1C#N
→ -3%	2%	2	-1%	-3	0%	-7	-1%	-17%	-8
CC1CN(C(=O)c2ccc(Oc3ccccc3)cc2)CC(C)O1 (stereo not drawn)
→ ?	-2%	5	4%	6	8%	-5	-1%	3%	-10
